All columns: NCI-60 one-dose screen, growth in % after 48 h at 10 µM unless noted; 100 = growth as untreated, 0 = no growth, -100 = all killed.
NCI-H23 – NCI-H23 lung cancer; 4% of 80,000 active
SK-OV-3 – SK-OV-3 ovarian cancer cells; 3.2% of 80,000 active
NCI-H322M – NCI-H322M lung cancer; 2.7% of 80,000 active; AID 1794733
COLO 205 – COLO 205 colon cancer; 7.3% of 79,000 active
NCI-H522 – NCI-H522 lung cancer; 8% of 78,000 active
IGROV1 – IGROV1 ovarian cancer. 4.7% of 79,000 active. AID 1794786
NCI-H226 – NCI-H226 lung cancer. 3.5% of 79,000 active. AID 1794732
NCI/ADR-RES – NCI/ADR-RES ovarian cells | 4.4% of 81,000 active
NCI-H460 – NCI-H460 lung cancer; 6.8% of 82,000 active
An asterisk follows results filed as active; . = no result given; & = joins results of further samples. Rule for the calls: active = growth percent below 10; inactive = the rest.

SMILES	NCI-H23	SK-OV-3	NCI-H322M	COLO 205	NCI-H522	IGROV1	NCI-H226	NCI/ADR-RES	NCI-H460
COc1ccc(C(=O)C(C#N)c2ccccc2)cc1 (centres undefined)	107.5	110.2	103.5	117.5	98.9	83.7	86.2	105.3	102.1
COC1OC(CI)C(OC(=O)c2ccccc2)C(OC(=O)c2ccccc2)C1OC(=O)c1ccccc1 (centres undefined)	89.2	100.9	97.6	100.8	88.4	101.0	83.9	89.4	94.2
CCC1([N+](=O)[O-])COC(c2ccc(Cl)cc2)OC1 (centres undefined)	101.1	101.6	108.7	104.6	86.7	108.3	.	108.9	109.4
O=C(COc1ccc(NC(=O)Nc2ccc(Cl)c(Cl)c2)cc1)N=Nc1c(O)[nH]c2ccc([N+](=O)[O-])cc12	62.1	95.2	85.3	14.3	61.1	74.4	90.1	100.1	3.5*
C/C=C/C=C/C=N/N=C(N)N	108.5	111.5	114.6	114.7	122.4	118.8	99.3	108.5	101.2
CN1CCN(c2cnc(C(=O)Nc3cc(F)cc4cccnc34)cn2)CC1	39.6	96.9	83.9	21.2	22.0	8.4*	90.1	56.5	103.3
O=Cc1ccc(OC2OC(CO)C(O)C(O)C2O)cc1 (centres undefined)	93.3	93.2	91.5	109.5	94.7	106.5	105.5	93.1	104.8
CCN(CC)CCCC(C)Nc1c(C)cnc2cc(OC)ccc12 (centres undefined)	112.4	104.6	108.3	90.4	89.6	95.5	109.8	103.8	96.7
COC(=O)c1cccc([N+](=O)[O-])c1	96.3	115.1	102.9	111.5	100.9	111.3	102.6	101.9	108.3
CCOC(=O)c1cnc(SCC)nc1SC#N	94.6	115.3	102.6	82.1	31.8	98.7	142.5	100.5	115.3
Cc1c(O)c(O)cc2c3c(oc12)CC(c1ccc(Cl)cc1)CC3=O (centres undefined)	78.0	81.4	88.0	105.6	54.4	23.2	84.5	83.9	93.8
O=C1CC23OC(C(O)c4ccccc4N12)C1C(c2ccccc2)=NOC13 (centres undefined)	66.7	79.9	79.7	50.6	40.8	43.6	82.0	15.8	76.5
O=C1/C(=C/c2cc3ccccc3[nH]c2=O)CNC/C1=C\c1cc2ccccc2[nH]c1=O	109.5	113.3	100.2	118.7	91.9	112.3	104.3	110.0	100.8
CCOC(=O)Oc1ccc(Cl)cc1Cl	107.9	95.4	96.6	98.3	89.2	98.0	99.6	109.2	107.2
CCCCS(=O)(=O)OCC1CCC(=O)N1 (centres undefined)	106.5	106.6	109.8	106.1	96.6	108.9	111.2	109.2	101.1
COC(=O)c1cc(=O)nc(N/N=C/c2ccccc2O)s1	89.0	103.1	67.2	93.0	.	88.6	101.0	89.3	94.5
Cc1ccc2oc(=O)cc(C3C(C#N)=C(N)Oc4c3ccc3ccccc43)c2c1 (centres undefined)	89.8	88.1	89.2	70.3	48.6	75.6	87.1	62.9	84.1
O=C(SC(=S)NCCNC(=S)SC(=O)c1ccccc1)c1ccccc1	110.5	106.3	112.7	118.8	94.4	101.0	94.8	105.9	103.9
Cc1ccc(C)c(NC(=O)c2ccc(Cl)cc2Cl)c1	101.9	111.3	101.9	124.3	90.5	108.4	105.5	100.6	111.3
Cc1ncc2[nH]cnc2n1	96.6	107.4	102.9	107.0	99.2	.	102.7	99.7	106.6
O=S(=O)(NCCNc1nccc(-c2c(-c3cccc(F)c3)nc3sccn23)n1)c1ccccc1	56.1	57.2	51.5	24.2	43.7	4.9*	34.5	46.3	25.9
O=C(NC(=S)Nc1ccccc1Cl)c1ccc(Cl)cc1	87.9	109.0	82.9	106.3	73.1	58.8	83.2	87.6	90.9
CCOc1ccc(NC(=O)c2ccc[n+](CCc3ccccc3)c2)cc1	87.9	84.3	99.7	105.9	65.2	105.2	97.1	104.3	106.4
COC(=O)CC[C@@H](C)[C@H]1CC[C@H]2[C@@H]3CC[C@@H]4C[C@H](O)CC[C@]4(C)[C@H]3CC[C@]12C	91.2	101.0	108.9	106.9	96.2	112.8	94.9	105.8	101.5
CCc1ccccc1-n1c(=O)c(C#N)c(-c2ccc(O)cc2)c2c(=N)n(N)cnc21	116.4	112.2	108.9	147.3	103.3	107.9	103.4	123.6	116.9
CCOC(=O)c1cc(C(=O)c2ccc(Br)cc2)n2ccc(/C=C/c3cc[n+](CC(=O)c4ccc(OC)cc4)cc3)cc12	92.5	114.2	96.2	91.7	91.8	86.0	100.6	87.5	96.4
CN(C)CCSC1=Nc2ccc(Cl)cc2C(c2ccccc2Cl)N(C)C1 (centres undefined)	90.0	72.0	58.7	70.4	71.8	41.6	52.4	66.0	78.7
NC(=O)NC(CCCN=C(N)N)C(=O)O (centres undefined)	101.5	102.0	97.3	.	94.8	101.8	101.1	105.0	106.6
CN(CC(=O)O)c1ncc(-c2ccc(Cl)cc2)cn1	98.7	.	104.7	.	90.1	100.6	.	99.1	107.0
CC(C)(C)c1cc(-n2c(-c3cc4ccccc4[nH]c3=O)nc3cc(C(=O)N4CCOCC4)ccc32)n[nH]1	94.7	108.7	98.3	112.5	90.7	94.9	105.0	105.0	107.6
N#Cc1c(C#N)c(O)c2ccccc2c1O	99.8	100.2	106.7	122.0	84.4	86.3	112.4	103.6	104.6
O=C(Nc1ccccc1[N+](=O)[O-])c1ccc(Cl)cc1Cl	96.6	95.9	115.2	125.2	73.5	133.0	100.5	100.1	98.9
Nc1ncnc2c1cnn2CCO	111.4	107.2	83.9	106.4	99.1	124.0	103.6	110.9	98.9
C[C@@H]1N=C(c2coc3ccccc23)Nc2nc3ccccn3c2C1=O	79.1	.	92.6	105.7	89.9	67.6	73.9	90.7	87.0
Cc1ccc(NC(=O)Nc2ccc(Nc3ncnc4sc5c(c34)CCN(C(=O)CCl)C5)cc2)cc1Cl	89.2	85.4	94.7	81.6	77.8	76.0	79.0	95.2	96.9
C[N+](C)(CCCCCC[N+](C)(C)C1c2ccccc2-c2ccccc21)C1c2ccccc2-c2ccccc21	102.5	110.9	130.7	106.2	80.9	.	108.1	114.5	109.1
NS(=O)(=O)c1ccc(CCn2c(SCC(=O)N/N=C/c3ccc4c(c3)OCO4)nc3ccccc3c2=O)cc1	100.6	112.8	79.6	110.0	89.2	100.3	88.5	102.8	106.1
O=C(NCCCN1CCOCC1)c1ccc(C(=O)NCCCN2CCOCC2)cc1	.	101.1	.	116.3	98.2	110.0	96.3	105.8	106.1
COc1cc(NC2CCCCC2O)c2nc(-c3ccc(Cl)cc3)ccc2c1 (centres undefined)	98.5&84.2	104.5&101.0	88.2&88.8	110.1&93.2	89.5&65.7	96.0&97.2	90.0	84.5	57.9&41.2
COc1cc(-c2nc(SCCNS(=O)(=O)c3ccc(C)cc3)[nH]c(=O)c2C#N)cc(OC)c1OC	103.0	102.4	105.8	106.3	97.3	107.9	102.1	97.8	87.2

Brought forward from above: 6 compounds; new compounds follow.
SMILES	NCI-H23	SK-OV-3	NCI-H322M	COLO 205	NCI-H522	IGROV1	NCI-H226	NCI/ADR-RES	NCI-H460
Cc1ccc(NC(=O)Nc2ccc(Nc3ncnc4sc5c(c34)CCN(C(=O)CCl)C5)cc2)cc1Cl	89.2	85.4	94.7	81.6	77.8	76.0	79.0	95.2	96.9
C[N+](C)(CCCCCC[N+](C)(C)C1c2ccccc2-c2ccccc21)C1c2ccccc2-c2ccccc21	102.5	110.9	130.7	106.2	80.9	.	108.1	114.5	109.1
NS(=O)(=O)c1ccc(CCn2c(SCC(=O)N/N=C/c3ccc4c(c3)OCO4)nc3ccccc3c2=O)cc1	100.6	112.8	79.6	110.0	89.2	100.3	88.5	102.8	106.1
O=C(NCCCN1CCOCC1)c1ccc(C(=O)NCCCN2CCOCC2)cc1	.	101.1	.	116.3	98.2	110.0	96.3	105.8	106.1
COc1cc(NC2CCCCC2O)c2nc(-c3ccc(Cl)cc3)ccc2c1 (centres undefined)	98.5&84.2	104.5&101.0	88.2&88.8	110.1&93.2	89.5&65.7	96.0&97.2	90.0	84.5	57.9&41.2
COc1cc(-c2nc(SCCNS(=O)(=O)c3ccc(C)cc3)[nH]c(=O)c2C#N)cc(OC)c1OC	103.0	102.4	105.8	106.3	97.3	107.9	102.1	97.8	87.2
O=C(Nc1ccccc1)Nc1nc2cc([N+](=O)[O-])ccc2o1	57.6	109.5	60.7	67.6	58.2	56.6	64.5	13.7	41.3
CCOC(=O)Nc1ccccc1	95.2	106.5	103.7	109.1	100.2	110.5	93.0	97.3	108.7
CCCCCNc1ncnc2[nH]ncc12	103.6	106.7	101.6	111.9	95.5	106.1	83.4	108.7	104.2
CCN1[C@@H]2CC[C@H]1/C(=C\c1ccc(Cl)cc1)C(=O)/C2=C/c1ccc(Cl)cc1	74.8	93.1	87.2	102.5	75.4	89.1	86.6	78.2	73.4
c1ccc(CSc2ncccc2-c2nnc(SCCN3CCOCC3)o2)cc1	104.2	108.5	.	.	105.2	98.3	113.8	106.7	122.1
CCCC(=O)CC(C)(C)C	94.2	74.6	98.1	99.7	94.2	81.6	93.4	78.5	97.2
CCCOC(=O)C(C)OC(=O)OCCOCCOC(=O)OC(C)C(=O)OCCC (centres undefined)	103.4	103.5	107.0	105.9	100.8	106.6	96.3	102.8	107.9
O=c1n(CCCN2CCN(c3cccc(Cl)c3)CC2)nc2ccccn12	96.7	106.3	100.2	95.6	98.6	99.8	93.5	88.5	108.6
O=C(CCCCCCCC(=O)Nc1cccc(C2=NCCN2)c1)Nc1cccc(C2=NCCN2)c1	95.7	108.0	101.2	103.2	95.8	101.6	93.1	100.8	99.7
c1ccc2cc(Nc3ccc4ccccc4c3)ccc2c1	81.3	83.7	99.4	94.4	81.3	69.9	87.4	89.8	99.2
O=C1C=CC(=O)N1c1ccc(Br)c(Cl)c1	107.1	101.5	92.9	92.3	.	98.6	90.0	111.3	102.8
CC[C@H](CC[C@@H](C)C1CC[C@H]2[C@@H]3CC=C4C[C@@H](OP(=O)(N5CC5)N5CC5)CC[C@]4(C)[C@H]3CC[C@]12C)C(C)C (some centres undefined)	110.4	120.2	117.4	120.7	84.7	18.2	91.5	113.4	107.6
C=CCSCC1Nc2cc(Cl)c(S(N)(=O)=O)cc2S(=O)(=O)N1C (centres undefined)	107.0	105.2	117.4	103.9	72.1	.	100.8	105.6	109.2
C=C1C(=O)O[C@H]2[C@H]1CC/C(COC(=O)c1cccnc1)=C\CC[C@@]1(C)O[C@@H]21	79.0	86.1	103.7	52.9	28.7	64.8	78.5	93.5	84.8
CC1(C)OC2[C@@H](CNC(=O)NC(=O)NC(=O)CI)O[C@@H](n3cnc4c(NC(=O)Nc5ccccc5)ncnc43)[C@H]2O1 (some centres undefined)	57.7	105.1	102.9	51.7	-76.0*	15.5	97.1	84.6	93.1
COC(=O)C1(CC(=O)C(c2ccccc2)c2ccccc2)NC(=S)NC(=O)C1C#N (centres undefined)	96.8	112.3	104.4	112.9	100.4	114.3	109.9	101.6	108.5
CCOC(=O)C(C#N)Cc1ccccc1 (centres undefined)	104.6	123.4	115.7	122.9	111.0	113.5	112.2	116.9	116.9
O=C(CNC(=O)OCc1ccccc1)NCC(=O)Oc1ccc([N+](=O)[O-])cc1	102.2	100.4	106.9	99.2	89.6	109.0	99.0	96.2	101.0
COc1ccc(-n2c(SCC(=O)Nc3ccc(S(=O)(=O)Nc4nccc(C)n4)cc3)nc3ccccc3c2=O)cc1	99.5	105.9	99.9	106.4	100.8	111.3	95.1	104.4	105.8
Cc1ccc(C(=O)NN2C(=O)CSC2c2ccc(Cl)cc2)cn1 (centres undefined)	84.1	97.1	119.3	105.1	84.3	54.8	82.4	93.2	100.8
Cc1c[nH]c(=O)n(CCOc2nc(Oc3ccccc3C(=O)O)cc(-c3ccco3)n2)c1=O	89.6	93.2	111.8	104.0	87.3	114.6	102.7	100.7	97.7
COc1ccccc1CC(CC(=O)O)C(=O)O (centres undefined)	100.4	106.1	97.8	115.5	110.8	96.8	104.4	105.7	105.1
C=C(CN)[C@@H]1CC[C@]2(CO)CC[C@]3(C)[C@H](CC[C@@H]4[C@@]5(C)CCCNC(C)(C)[C@@H]5CC[C@]43C)[C@@H]12	87.3	107.9	92.7	83.7	99.3	96.7	91.3	89.2	87.0
Nc1c[nH]ccc1=O	98.3	104.9	91.0	111.6	82.9	103.5	100.7	103.9	106.8
CN(C)CCCN1c2ccccc2S(=O)c2ccc(C(F)(F)F)cc21 (centres undefined)	106.6	120.4	103.3	104.8	95.0	101.8	101.4	105.1	107.1
OCCNc1nc(NCCO)nc(Nc2ccc(C3=NN(c4cc(Cl)cc(Cl)c4)C(c4ccc(C(F)(F)F)cc4)C3)cc2)n1 (centres undefined)	56.6	70.1	49.1	25.3	61.2	41.7	80.2	55.6	14.8
C(=N\N1CCCCCC1)/c1ccc2c(c1)OCO2	108.0&103.9	105.5&115.6	93.3	121.6&114.5	107.5&103.5	105.8	94.6&90.9	107.7&104.9	111.9&109.2
CN1CNC(=O)NC1	99.9&106.5	105.1&112.3	92.3&120.3	120.6&109.7	90.0&91.2	97.8&137.4	86.1&98.4	102.8&108.7	108.1&103.0
COc1ccc(-n2c(C)c(C(C)=O)c3c(-c4ccc5c(c4)OCO5)nc4ccccc4c32)cc1O	102.9	107.6	88.6	109.3	95.7	94.2	102.9	92.7	94.0
